Assay outcomes: PubChem, The Scripps Research Institute Molecular Screening Center
FBW7 act: activators of human E3 ligase FBW7; AlphaScreen FBW7–phospho-cyclin E peptide binding, activator screen; normalized activity (activation), % at 26.1 µM; 650,000 tested, 0.13% active; in the data active means normalized activity above about 1.9%;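 further: purified mutant Fbw7 with reduced substrate affinity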
Target sequence (Q969H0 whole entry, looked up): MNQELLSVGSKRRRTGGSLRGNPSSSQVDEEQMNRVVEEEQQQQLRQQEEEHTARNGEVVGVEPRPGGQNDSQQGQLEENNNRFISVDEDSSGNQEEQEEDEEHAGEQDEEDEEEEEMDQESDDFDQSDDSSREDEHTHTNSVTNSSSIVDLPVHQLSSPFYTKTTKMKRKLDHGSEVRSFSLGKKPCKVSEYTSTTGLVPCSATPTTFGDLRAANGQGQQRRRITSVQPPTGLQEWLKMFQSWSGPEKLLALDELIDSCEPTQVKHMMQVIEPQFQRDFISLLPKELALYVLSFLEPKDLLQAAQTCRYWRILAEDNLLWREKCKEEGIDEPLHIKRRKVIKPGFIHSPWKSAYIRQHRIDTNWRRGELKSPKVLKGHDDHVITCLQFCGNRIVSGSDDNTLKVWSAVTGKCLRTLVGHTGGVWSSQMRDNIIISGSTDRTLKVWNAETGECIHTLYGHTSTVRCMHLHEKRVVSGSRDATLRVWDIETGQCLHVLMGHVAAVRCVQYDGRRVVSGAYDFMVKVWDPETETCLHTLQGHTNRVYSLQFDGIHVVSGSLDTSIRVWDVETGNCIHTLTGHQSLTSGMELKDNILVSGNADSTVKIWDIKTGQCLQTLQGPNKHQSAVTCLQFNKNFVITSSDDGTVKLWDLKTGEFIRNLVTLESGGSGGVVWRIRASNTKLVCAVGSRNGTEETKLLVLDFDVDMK
MITF primary: blocks human microphthalmia-associated transcription factor. O75030. AlphaScreen MITF homodimerization, bead proximity signal. inhibition, % at 2.6 µM. 650,000 tested, 0.91% active; in the data active means inhibition above about 50%;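 further: 0% = vehicle wells with protein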
GPR151 ag: activators of human GPR151. activation, % at 11.2 µM. 650,000 tested, 1% active. PathHunter beta-arrestin GPR151 cells, luminescence; in the data active means activation above about 4.9%;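 further: 0% = median of compound wells and 100% = cells with positive control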
Target sequence (Q8TDV0 whole entry, looked up): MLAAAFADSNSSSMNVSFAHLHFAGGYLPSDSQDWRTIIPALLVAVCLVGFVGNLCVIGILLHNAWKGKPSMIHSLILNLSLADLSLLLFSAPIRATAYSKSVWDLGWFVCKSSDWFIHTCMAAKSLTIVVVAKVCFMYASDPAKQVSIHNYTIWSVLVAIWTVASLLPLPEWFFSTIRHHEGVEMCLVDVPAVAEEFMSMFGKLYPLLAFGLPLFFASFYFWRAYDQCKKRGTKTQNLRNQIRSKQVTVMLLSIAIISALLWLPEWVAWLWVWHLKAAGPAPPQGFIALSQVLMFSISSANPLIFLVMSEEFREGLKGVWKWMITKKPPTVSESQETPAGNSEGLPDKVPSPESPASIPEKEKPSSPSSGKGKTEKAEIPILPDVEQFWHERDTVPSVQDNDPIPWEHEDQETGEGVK
TEAD-YAP block: TEAD-YAP interaction inhibition | HEK-TIYL cells, TEAD-Gal4/YAP UAS-luciferase luminescence | inhibition, % at 9.12 µM | 640,000 tested, 1.4% active; in the data active means inhibition above about 32%;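 further: 0% = median of test compound wells and 100% = reference inhibitor wells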
* = called active by the depositor.

SMILES | FBW7 act | MITF primary | GPR151 ag | TEAD-YAP block
CC1=NN2C(=N)/C(=C/c3ccc(OCCOc4ccc(Cl)c(C)c4)cc3)C(=O)N=C2S1 | 0.0 | 9 | 0.2 | -7
COc1ccc(C2C3=C(CCCC3=O)N(c3ccccc3)C(=N)/C2=C(/O)c2ccc(C)cc2)cc1 (configuration not stated) | -0.1 | 8 | 0.7 | -9
CC(=O)N1CCN=C1SCc1cccc([N+](=O)[O-])c1 | -0.1 | -1 | 1.0 | 6
Cc1csc(=Nc2ccccc2)n1CCO | -0.1 | 13 | 1.7 | -7
COc1ccc(C=C2C(=O)N(C)C(=O)N(C)C2=O)cc1Br | -0.5 | 1 | 1.1 | 7
N#CSc1ccc(N=Cc2c(O)n(-c3ccc(Cl)cc3)c(=O)[nH]c2=O)cc1 | -0.7 | 10 | 0.0 | 7
COc1ccccc1NC(=O)Cn1c(=O)n2nc(C)nc2c2ccccc21 | 0.0 | -13 | 0.1 | 5
CC(Nc1ccc(Cl)cc1)C(=O)N/N=C/c1cccc(O)c1 (configuration not stated) | 0.8 | 15 | -2.0 | 23
O=C(CSc1nnc2ccccn12)Nc1ccc2c(c1)OCO2 | 0.2 | 7 | -0.3 | -8
COc1cccc(C2=NN3C(C2)c2cc(Cl)ccc2OC3c2ccc(F)c(F)c2)c1 (configuration not stated) | -0.1 | 1 | -1.1 | -60
COc1ccccc1NC(=O)Cn1cnc2sc(C(=O)NCCC3=CCCCC3)c(C)c2c1=O | 1.4 | 16 | 1.0 | -10
COc1ccccc1NS(=O)(=O)c1ccc2oc(=S)n(CN(C)CCC#N)c2c1 | 0.2 | 14 | 0.6 | 1
CCN(CC)S(=O)(=O)c1ccc(Cl)c(C(=O)NC2CCCCCC2)c1 | 0.1 | -4 | -0.9 | 7
C#CCN1C(=O)S/C(=C/c2ccc(Cl)c([N+](=O)[O-])c2)C1=O | 0.5 | 12 | -1.2 | 17
CCOC(=O)N1CCc2nc(NC(=O)Cc3ccc(OCC)cc3)sc2C1 | -0.2 | 1 | 1.6 | 16
CC(C)(C)c1ccc(CNC(=O)Nc2cc(F)c(F)cc2Cl)cc1 | 0.2 | -11 | -0.4 | -2
NC(=O)COc1ccc(C(=O)c2ccc(Cl)cc2)cc1 | -0.1 | 1 | 0.1 | -5
CS(=O)(=O)C1=C(O)C(=O)N(CCN)C1c1ccccc1 (configuration not stated) | 0.0 | -7 | 0.1 | -17
CCC(=O)Nc1cccc(NC(=O)c2ccc([N+](=O)[O-])o2)c1 | 0.8 | 23 | 1.3 | 17
C=CCNc1nc(C)nc(OC)n1 | 0.0 | -1 | 2.4 | 13
COc1ccc(C2C(C(=O)Nc3ccc(F)cc3F)c3ccccc3C(=O)N2C)cc1OC (configuration not stated) | 0.0 | -4 | 2.2 | 1
CN(C)C(=O)CSc1nnc(-c2ccc(Cl)cc2Cl)n1N | -0.1 | 4 | 1.5 | -8
O=C(Nc1cccc(-c2cn3cccnc3n2)c1)c1ccccc1F | 0.0 | -1 | 0.2 | -4
Cc1nn(CC(=O)NCCCN2CCCC2=O)c(=O)c2cccn12 | 0.1 | -1 | -0.7 | 1

Ordered by heavy-atom count (falling): some entries from above
SMILES | FBW7 act | MITF primary | GPR151 ag | TEAD-YAP block
Cc1nn(CC(=O)NCCCN2CCCC2=O)c(=O)c2cccn12 | 0.1 | -1 | -0.7 | 1
CCC(=O)Nc1cccc(NC(=O)c2ccc([N+](=O)[O-])o2)c1 | 0.8 | 23 | 1.3 | 17
CS(=O)(=O)C1=C(O)C(=O)N(CCN)C1c1ccccc1 (configuration not stated) | 0.0 | -7 | 0.1 | -17

Structural class, the compounds so far with a cyano group
SMILES | FBW7 act | MITF primary | GPR151 ag | TEAD-YAP block
N#CSc1ccc(N=Cc2c(O)n(-c3ccc(Cl)cc3)c(=O)[nH]c2=O)cc1 | -0.7 | 10 | 0.0 | 7
COc1ccccc1NS(=O)(=O)c1ccc2oc(=S)n(CN(C)CCC#N)c2c1 | 0.2 | 14 | 0.6 | 1

Next part
SMILES | FBW7 act | MITF primary | GPR151 ag | TEAD-YAP block
Cc1cccc(N2CCC(N=CN3CCN(C)CC3)=N2)c1 | -0.1 | 4 | 3.1 | -8
CCOC(=O)c1sc2nc(SCc3cc(=O)n4cc(Cl)ccc4n3)n(CC3CCCO3)c(=O)c2c1C (configuration not stated) | -0.2 | -14 | -0.8 | -7
CCN(CC)CCNc1ncnc2sc3c(c12)CCCC3 | 0.1 | 20 | 0.2 | -7
COc1ccc(NC(=O)Cc2noc3ccc(C)cc23)c(OC)c1 | 0.0 | -1 | -0.3 | -9
CCNC(=O)CCc1nc(-c2cc(Br)c(OC)c(OCC)c2)no1 | -0.1 | 17 | 1.7 | 4
CC1C/C(=N\NC(=O)CCc2ccc(S(=O)(=O)N3CCOCC3)cc2)CC(C)(C)C1 (configuration not stated) | 0.1 | 18 | 1.7 | 10
CCC1CCCCN1CCCN1C(=O)C2C(C(=O)Nc3ccc(Cl)cc3)C3C=CC2(O3)C1C(=O)NC1CCCCC1 (configuration not stated) | -0.1 | -4 | -1.7 | -10
Cc1ccc(NC(=O)c2sc(/N=C/N(C)C)nc2-c2ccccc2)cc1C | 0.2 | -1 | -0.4 | 6
OC(COc1ccccc1F)CN1CCOCC1 (configuration not stated) | 0.0 | -15 | 0.2 | -3
Cc1cc(C)n(/N=C/c2cccs2)c(=O)c1C#N | 0.0 | 3 | 1.5 | 3
C=CCn1c(SCC(N)=O)nnc1-c1ccco1 | -0.1 | 5 | -0.2 | 3
O=[N+]([O-])c1cc(C(F)(F)F)ccc1SCCO | -0.1 | 0 | -1.5 | -1
COc1cc2c(cc1OC)C(CC(C)C)=NCC2 | -0.1 | -3 | 1.1 | -13
CC(=O)Nc1ccc(NC(=O)c2ccc3c(c2)C(=O)N(c2ccccc2C)C3=O)cc1 | 0.1 | 10 | -0.1 | -8
CCOC(=O)c1cnn(-c2nc(-c3cccnc3)cs2)c1C(F)(F)F | 0.2 | -19 | 3.1 | -5
CCOC(=O)C(C)Oc1cc2occ(-c3nc(C)cs3)c(=O)c2cc1CC (configuration not stated) | -0.1 | 3 | -1.4 | -1
O=C(CN1CCN(S(=O)(=O)c2ccc(Cl)cc2)CC1)c1ccc2c(c1)OCO2 | -0.1 | -3 | -1.7 | -9
CCOC(=O)c1ccc(NCc2c(C)[nH]c3ccccc3c2=O)cc1 | 0.1 | -22 | -0.6 | -6
CCOC(=O)c1nnn(-c2nonc2N)c1CSc1cccc2cccnc12 | -0.2 | 12 | -1.1 | 9
c1ccc(-c2cc(NCCc3ccccn3)ncn2)cc1 | -0.1 | 1 | -3.3 | -42
Cc1ccc(C(=O)NCc2c(C)ncc3c2CCN(C(=O)c2ocnc2C)C3)s1 | -0.1 | 8 | 2.7 | 4
COc1ccccc1C(=O)Nc1nnc(S(=O)(=O)N(C)c2ccc(Cl)cc2)s1 | 0.1 | -3 | 4.8 | -19
COc1ccc(-c2nnc(SCC#N)n2C2CCCCC2)cc1OC | 0.1 | 4 | 2.0 | 0
COc1ccc(C=O)cc1CSc1ccccn1 | 0.0 | 9 | 5.3* | 12
Cc1ccc(S(=O)(=O)N2CCN(C(=O)CN3CCCC3)C2C(C)C)cc1 (configuration not stated) | 0.1 | 17 | 0.5 | 5
CCOc1ccc(/C(O)=C2/C(=O)C(=O)N(CCN(C)C)C2c2ccc(C(C)(C)C)cc2)cc1C (configuration not stated) | 0.2 | 4 | -2.4 | -1
O=C1OC(c2ccccc2Cl)=N/C1=C\c1ccc2c(c1)OCO2 | -0.1 | -18 | 1.2 | -4
O=C(COC(=O)c1ccc([N+](=O)[O-])o1)Nc1cccc(S(=O)(=O)N2CCCCC2)c1 | 0.2 | -9 | -1.2 | 16
O=C(NCc1ccc(Cl)cc1)c1nn2c(c1Br)NC(c1cccs1)CC2C(F)(F)F (configuration not stated) | 0.0 | -1 | 0.7 | -10
Cc1ccc2[nH]c3c(=O)n(C)cnc3c2c1 | 0.0 | 7 | -1.1 | 12
Cc1cc(Cl)ccc1N=Cc1nc(-c2ccc(Br)cc2)oc1O | -0.1 | 4 | -0.5 | -2
O=C(NC1CCCCC1)c1cc(F)c(F)cc1Cl | -0.1 | 4 | 1.1 | -11
Cc1cc(NC(=O)CSc2ccc3nnc(-c4ccccn4)n3n2)no1 | -1.5 | 0 | -0.4 | -3
CCCCCCc1cc2c3c(c(=O)oc2cc1OCC(=O)C(C)(C)C)CCCC3 | 0.9 | 24 | 0.0 | 2
O=C1NC(=O)C(=Cc2cccc(OS(=O)(=O)c3ccc(Cl)cc3)c2)C(=O)N1 | -0.7 | -9 | 2.2 | -21
CCCNC(=O)[C@@H](NC(=O)c1ccc(OC)cc1)C(C)C | 0.0 | -4 | -0.8 | -9
CCc1ccc(-c2nn(-c3ccccc3)cc2/C=N/O)cc1 | 0.1 | 12 | 1.4 | -21
CCCCNS(=O)(=O)c1cccc2cccnc12 | 0.3 | 4 | -0.5 | 9
CC1CCCCN1C(=O)c1ccc(OC2CCN(S(=O)(=O)N(C)C)CC2)cc1 (configuration not stated) | 0.6 | -9 | -0.2 | -3
CSc1nnc(C)c(=O)n1COC(=O)c1cccc([N+](=O)[O-])c1C | 0.1 | -2 | -0.5 | 0
COc1cccc(OCC(=O)Nc2ccccc2C(=O)O)c1 | 1.0 | 10 | -6.3 | -34
Cc1cc(NC(=O)c2cc(I)ccc2Cl)ccc1-c1cc2ccccc2oc1=O | -1.2 | -2 | 1.1 | -3
C#CCN(CC#C)c1cccc(Cl)c1 | 0.0 | 11 | 8.2* | -3
NS(=O)(=O)c1ccc(CCNC(=O)CCn2c(=O)[nH]c3ccccc3c2=O)cc1 | 0.0 | -7 | 1.5 | 1
N#C/C(=C\c1ccc(-c2ccc(C(=O)O)cc2)o1)C(=O)NCc1ccco1 | 0.0 | -6 | 2.2 | -10
COc1ccc(CCNc2nc(-c3ccc(C(=O)N4CCN(C)CC4)cc3)nc3nc[nH]c23)cc1 | -0.1 | -7 | -0.2 | 5
CCN(CC)CCNC(=O)C1CCN(S(=O)(=O)N2CCC3(CC2)OCCO3)CC1 | -0.2 | 6 | -0.7 | 0
O=C(NC1CCCCC1)C1(c2ccccc2)CCOCC1 | 0.0 | 0 | 3.1 | 5
NCCCC[C@@H]1NC(=O)[C@@H]2C[C@H](NC(=O)c3cc(F)c(F)cc3F)CN2C1=O | 0.0 | 12 | -0.7 | 0
COc1ccc(C(=O)NCC(=O)OCC(=O)NC2CCCCC2C)cc1OC (configuration not stated) | 0.0 | 8 | -0.6 | -4
Cc1ccc2nc(-c3cc4ccccc4oc3=N)[nH]c2c1 | 0.0 | -28 | -7.3 | 93*
COc1ccc(CNS(=O)(=O)c2c(C)n[nH]c2C)cc1 | -0.1 | 11 | 0.2 | 3
N#Cc1c(-c2ccc(Br)cc2)c(C#N)c2nc3ccccc3n2c1N | -0.2 | -6 | 1.3 | 14
O=C(c1ccc2c(c1)OCCO2)C1CCN(S(=O)(=O)c2cccc(F)c2)CC1 | -0.1 | 2 | -0.7 | 2
CCSc1nnc(CCNC(=O)N2CCCC2)n1C | 0.1 | 2 | -0.2 | 0
COc1cc(S(=O)(=O)N2CC(C)CC(C)C2)ccc1F (configuration not stated) | -0.2 | 3 | -0.2 | 1

The results go on.
SMILES | FBW7 act | MITF primary | GPR151 ag | TEAD-YAP block
COc1ccc(C2N(C(=O)CN3CCN(C)CC3)CCN2S(=O)(=O)c2ccc(C)cc2)cc1 (configuration not stated) | -0.1 | -14 | -1.1 | 2
Cc1[nH]c(=O)[nH]c(=O)c1S(=O)(=O)Nc1ccc(Cl)c(Cl)c1 | -0.3 | -9 | 0.5 | -8
COc1ccc(-c2cnnc(NCC3COCCO3)n2)cc1 (configuration not stated) | -0.2 | 1 | -2.0 | -7
CCCCNC(=O)C(CC)n1c(C)c2cnn(-c3ccccc3)c(=O)c2c1C (configuration not stated) | -0.3 | 3 | 0.6 | 0
O=C(O)c1ccc2c(c1)S(=O)(=O)NC2=O | 0.1 | 7 | 1.1 | 2
CCCN(CCC)CCNC(=O)c1c(C)[nH]c(C(=O)OCC)c1C | 0.7 | 17 | -0.6 | 8
O=C(Nc1ccc(O)c(C(=O)O)c1)c1ccc2c(c1)C(=O)N(Cc1ccccc1)C2=O | -0.1 | 6 | 0.0 | 5
COc1ccc([C@@H]2CN(C(=O)c3ccc(=O)[nH]n3)C[C@H]2C(=O)O)cc1 | -0.1 | -10 | -0.8 | 2
CCC(C)C(=O)NCc1nnc2n1CCN(C(=O)Cc1cccc(F)c1F)CC2 (configuration not stated) | 0.2 | 12 | 0.0 | 7
O=C(O)C1C2C=CC3(CN(Cc4ccccc4Cl)C(=O)C13)O2 (configuration not stated) | -0.3 | -12 | 1.5 | 6
O=C1C2C3C=CC(C2C(=O)N1c1ccc(O)cc1)C1C2C(=O)N(c4ccc(O)cc4)C(=O)C2C31 (configuration not stated) | -0.4 | 15 | -0.8 | 6
O=C(O)Cn1cnc([N+](=O)[O-])c1 | 0.0 | 6 | 2.5 | -4
COc1ccccc1-n1cc(CN2CCOc3ccc(C(O)c4cccnc4)cc3C2)cn1 (configuration not stated) | 0.3 | 7 | -1.0 | 2
O=C1N=C(N2CCCCC2)S/C1=C/c1ccc(F)cc1 | 0.3 | 21 | 1.4 | -50
O=C1C(=O)N(CCCO)C(c2cccc([N+](=O)[O-])c2)/C1=C(/O)c1ccc(Cl)cc1 (configuration not stated) | -0.1 | 3 | -1.3 | -7
COc1ccc(Cl)cc1NC(=O)CNS(=O)(=O)c1ccc(OC)c(OC)c1 | -0.1 | 3 | -0.2 | -1
COc1ccc2oc(=Nc3cccc(F)c3)c(-c3nc4ccccc4[nH]3)cc2c1 | 0.4 | 1 | -1.3 | -2
C=CCOC(=O)C1=C(C)Nc2nnnn2C1c1cccc(OC)c1OC (configuration not stated) | 0.0 | -6 | 0.0 | 4
COCC(C)NCc1ccc(OC)c2ccccc12 (configuration not stated) | -0.1 | 23 | 0.4 | -8
COCc1cc(C)nc(Sc2nc3c(c(=O)n(C)c(=O)n3C)n2C)c1C#N | -0.1 | -3 | 0.2 | 2
